# Screening data: PubChem BioAssay, several laboratories
# MCL1-BIM inh = inhibitors of MCL1 binding to BIM-BH3, primary screen, biochemical, fluorescence polarization. Induced myeloid leukemia cell differentiation protein Mcl-1 (Homo sapiens), Q07820. inhibition, % at 10.9 µM. 0.68% of 320,000 active. GST-MCL1 / FITC-Bim-BH3 fluorescence polarization;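 active = inhibition above the mean inhibition of all tested compounds plus 3 SD, set per campaign, cut at about 40% in these data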;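 note: 0% = DMSO wells and 100% = unlabeled Bim-BH3 peptide control; higher means more loss of mP so more displacement of Bim peptide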
# AGP1 TOR yeast = modulators of AGP1-GFP expression in yeast TOR pathway, primary screen, cell-based, multiplex flow cytometry, S. cerevisiae, MLPCN library. 3 h; GFP as percent of DMSO wells. GFP response vs DMSO, % at 10 µM. 0.02% of 320,000 active;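 active = GFP response relative to DMSO above a set limit, near screen average plus 3 SD, cut at about 150% in these data; inconclusive = fewer than 70 cells counted for the yeast strain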;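 note: median GFP channel fluorescence of the gated AGP1 strain per well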
# VLA-4 inh = inhibition in human VLA-4 binding assay, primary screen, VLA-4 allosteric modulator project, MLPCN library, flow cytometry, VLA-4 expressing cells; ligand binding flow cytometry; 0.2% of 330,000 active; Integrin alpha-4 (Homo sapiens), P13612; inhibition, % (about 7 µM as worked out from the volumes in the protocol); AID 2557, 2010; in the data active = inhibition above about 50%
# CR mimetic SO = reduction of superoxide in aged yeast, primary screen, HTS | AID 2690, 2010 | superoxide response (% of plate mean), % at 10 µM | 0.18% of 330,000 active | S. cerevisiae aged cells, superoxide DHE fluorescence; stronger effect = lower value;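 active = superoxide response under a set limit, about three screen SD below normal, cut at about 65% in these data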;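 note: yeast aged for seven days with compound at 30 °C before DHE staining; 100% = average MFI of all compound-treated wells on the plate with controls excluded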
# CIT2 TOR yeast = modulators of CIT2-GFP expression in yeast, primary screen, S. cerevisiae, GFP fusion, multiplex flow cytometry, MLPCN library. S. cerevisiae CIT2-GFP strain, 3 h; 100 means same as DMSO wells. GFP response vs DMSO, % at 10 µM. 0.065% of 320,000 active;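 active = GFP response relative to DMSO above a set limit, near the screen mean plus 3 SD, cut at about 150% in these data; inconclusive = Fewer than 70 cells measured for a yeast strain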;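 note: ratio of well median GFP fluorescence to mean of DMSO wells on the plate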
# GRK2 inh = compounds blocking aptamer binding on GRK2 – biochemical, human GRK2, bead flow cytometry, HTS, primary screen | inhibition of aptamer binding, % at 10 µM | FAM-aptamer displacement from GRK2 | Beta-adrenergic receptor kinase 1 (Homo sapiens), P25098 | AID 488847, 2010 | 0.59% of 330,000 active;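 active = inhibition of aptamer binding above 40%, roughly 3 SD of noise, on plates passing a quality check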;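 note: median bead fluorescence of bound FAM aptamer so fluorescent compounds give negative values; no value below 0 was filed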
# Target sequence (P25098 whole entry, looked up): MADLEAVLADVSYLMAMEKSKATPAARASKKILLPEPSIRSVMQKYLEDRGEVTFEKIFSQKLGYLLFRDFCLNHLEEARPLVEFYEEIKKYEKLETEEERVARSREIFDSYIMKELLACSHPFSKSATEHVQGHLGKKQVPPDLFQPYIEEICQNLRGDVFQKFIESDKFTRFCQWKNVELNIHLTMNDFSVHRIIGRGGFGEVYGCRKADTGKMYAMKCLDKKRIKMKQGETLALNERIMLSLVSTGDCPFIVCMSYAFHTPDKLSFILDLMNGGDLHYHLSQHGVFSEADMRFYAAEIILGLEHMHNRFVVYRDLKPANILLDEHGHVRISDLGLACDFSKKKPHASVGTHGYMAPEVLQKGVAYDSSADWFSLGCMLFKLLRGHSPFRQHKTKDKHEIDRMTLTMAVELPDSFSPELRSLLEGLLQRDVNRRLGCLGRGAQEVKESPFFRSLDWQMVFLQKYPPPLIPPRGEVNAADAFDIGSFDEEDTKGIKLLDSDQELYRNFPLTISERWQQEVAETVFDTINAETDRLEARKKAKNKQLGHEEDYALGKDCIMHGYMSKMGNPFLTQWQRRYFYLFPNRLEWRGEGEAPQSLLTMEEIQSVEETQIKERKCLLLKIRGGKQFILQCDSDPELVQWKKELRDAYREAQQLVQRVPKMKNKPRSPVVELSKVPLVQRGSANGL
# GLD-1 TGE inh = GLD-1/TGE RNA complex disruptors, primary screen, biochemical, fluorescence polarization; 0.44% of 320,000 active; inhibition, % at 5.96 µM; Female germline-specific tumor suppressor gld-1 (Caenorhabditis elegans), Q17339; AID 2280, 2010; purified GLD-1 + fluorescein TGE RNA;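 active = percent inhibition above a per-plate cutoff, the plate mean of test compounds plus 3 SD, cut at about 30% in these data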;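 note: 0% = DMSO wells with GLD-1 and probe and 100% = wells lacking GLD-1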
# MEX-5 binding = MEX-5 zinc finger RNA-binding disruptors – biochemical, C. elegans, fluorescence polarization, MLPCN library, primary screen; Zinc finger protein mex-5 (Caenorhabditis elegans), Q9XUB2; MEX-5/FITC-TCR2 RNA binding; stronger effect = lower value; activity score (negative = inhibition of binding), % at 10 µM; 0.38% of 300,000 active; AID 1832, 2009;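 active = inhibition past about -25% in most replicates, and total fluorescence under double the plate's negative control median, limit read from the data; inconclusive = replicates evenly split on the limit, or fluorescence at least double controls; inactive = too little inhibition in most replicates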;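 note: 0% = DMSO and -100% = 5 µM competing unlabeled TCR2 RNA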
# BCLXL inh = inhibitors of human Bcl-xL, primary screen, biochemical, fluorescence polarization, HTS | GST-Bcl-xL / FITC-Bim BH3 peptide fluorescence polarization | 0.7% of 320,000 active | inhibition, % at 10.9 µM | AID 2129, 2009;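 active = inhibition above the mean of all tested compounds plus 3 SD, cutoff set per campaign, cut at about 30% in these data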;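 note: 0% = DMSO wells and 100% = unlabeled Bim-BH3 peptide competitor; inhibitors lower millipolarization by displacing the labeled peptide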
# Target sequence (Q07817 whole entry, looked up): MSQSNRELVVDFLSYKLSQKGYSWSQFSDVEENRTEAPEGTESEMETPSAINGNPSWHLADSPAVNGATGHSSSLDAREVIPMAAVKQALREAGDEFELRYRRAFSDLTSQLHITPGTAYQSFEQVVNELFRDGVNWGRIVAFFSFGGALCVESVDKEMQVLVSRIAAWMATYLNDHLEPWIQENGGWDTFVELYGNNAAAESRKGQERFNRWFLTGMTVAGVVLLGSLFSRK
# * = called active by the depositor; i = inactive; ? = inconclusive; . = not tested or not shown. The order is random. About 2.1% of those tested had a hit in this group.
SMILES,MCL1-BIM inh,AGP1 TOR yeast,VLA-4 inh,CR mimetic SO,CIT2 TOR yeast,GRK2 inh,GLD-1 TGE inh,MEX-5 binding,BCLXL inh
O=S(=O)(c1ccc(N2CCCC2)nc1)N1CCOCC1,2,92,11,97,94,0,6,-0.4,-3
CS(=O)(=O)N1CCc2cc(-c3csc(NC(=O)Cc4cccs4)n3)ccc21,2,105,-6,110,99,3,12,-2.9,9
Oc1c(C=Nc2cccc3cccnc23)sc2ccccc12,128*,106,i,102,135,0,-152,4.1,80*
COc1ccc(CCNC(=O)CC2Nc3cc(C)c(C)cc3NC2=O)cc1OC (centres undefined),0,101,-25,103,111,2,-6,3.2,4
Cn1c(COc2ccccc2)nnc1SCc1nc2ccccc2[nH]1,-7,96,5,113,98,0,-6,-0.8,1
Cc1cc(C(=O)OCC(=O)NC2CC2)ccc1[N+](=O)[O-],6,108,2,118,100,3,1,.,1
CCNC(=S)NNC(=O)c1ccncc1,3,102,19,92,101,0,1,-2.9,8
Cc1cccc(C)c1NC(=O)CN(C)C(=O)c1cccc(S(=O)(=O)N2CCN(C)CC2)c1,-3,107,49,102,101,0,8,-2.6,2
Cc1csc(NC(C)c2nc3cc(Cl)c(Cl)cc3n2CCCO)n1 (centres undefined),-6,80,4,98,73,1,0,0.5,-4
CCc1cc(=O)oc2cc(OCC(=O)OC)c(Cl)cc12,-5,107,20,102,112,0,2,-0.1,-3
CN(Cc1ccc(OC(F)F)cc1)C(=O)C1CCN(S(=O)(=O)c2ccc3c(c2)OCCO3)CC1,1,90,-3,89,86,2,-2,.,4
Fc1ccccc1Cc1noc(CN2CCN(C/C=C/c3ccccc3)CC2)n1,9,83,0,85,76,0,5,2.5,6
Cc1cccc(-n2c(C)c(-c3ccccc3)[nH]c2=S)c1,-2,87,15,99,93,0,6,0.1,6
O=C(c1ccc(-c2cccc(Cl)c2)o1)N1CCN(c2ccc([N+](=O)[O-])cc2)CC1,0,96,-3,119,97,4,4,-0.6,3
O=C1S/C(=C/c2ccccc2F)C(=O)N1CCN=C1NS(=O)(=O)c2ccccc21,11,104,-41,84,104,0,4,0.7,7
COc1ccc(Cl)cc1NC(=S)NCCc1c[nH]c2ccccc12,2,65,16,109,107,0,7,1.7,6
COCc1cc(C)nc(SCC(=O)Nc2cccc3cccnc23)c1C#N,3,107,-4,92,99,0,-8,-1.2,3
CCN(C(=O)c1cc(Cl)ccc1OC)C1CCCCC1,2,88,8,80,91,1,-1,?,1
CCOC(=O)CN1C(=O)C(O)=C(C(C)=O)C1c1ccccc1 (centres undefined),3,102,-1,108,100,0,-2,2.1,1
Cc1cc(C)c(NC(=O)CSc2nc(=O)n(CCN3CCOCC3)c3c2CCC3)c(C)c1,-6,101,8,100,94,0,1,-0.5,-3
O=C(COc1coc(CN2CCN(c3ccccc3)CC2)cc1=O)NC1CCCC1,3,110,41,96,105,0,-1,0.7,4
CC(C)(C)OCC(NC(=O)C(CC(N)=O)NC(=O)OC(C)(C)C)C(=O)OC(C)(C)C (centres undefined),3,97,-2,104,94,1,3,-0.1,3
CCOc1ccc(NC(=O)Nc2ccccc2SC)cc1,2,93,67*,87,104,0,3,2.1,2
CCc1[nH]nc2c1C(c1ccc(C)o1)C(C#N)=C(N)O2 (centres undefined),4,92,10,99,82,4,-4,0.0,7
COc1ccc(NC(=O)NC23CC4(C)CC(C)(CC(C)(C4)C2)C3)cc1OC,1,90,8,75,97,0,0,-1.0,2
COc1ccc(NC(=O)c2nnn(CC(=O)Nc3ccc4c(c3)OCO4)c2N)cc1OC,-1,106,5,96,102,3,5,1.3,-6
COc1ccc(NC(=O)CS(=O)CC(=O)NC2CCCc3ccccc32)cc1 (centres undefined),-7,111,11,96,104,3,1,0.7,-2
O=C(N/N=C/c1cc2c(c([N+](=O)[O-])c1)OCO2)c1ccncc1,8,99,9,99,101,1,-9,-3.8,4
Nn1cnnc1SCC(=O)N(C1CCCCC1)C1CCCCC1,1,108,-4,95,102,1,-6,-1.2,0
COc1cc(S(=O)(=O)N2CCN(c3ccc(F)cc3)CC2)ccc1Cl,1,101,0,97,98,0,6,-1.2,0
O=C(Nc1nccs1)Oc1ccccc1,1,96,6,115,96,0,1,-0.1,6
CC(C)Sc1nnc(NC(=O)CCc2ccccc2)s1,-4,102,-7,94,100,0,7,-0.5,-2
CC(NC(=O)C1CCCC1)C1CC2CCC1C2 (centres undefined),6,99,9,113,103,2,2,-1.6,4
CCCc1[nH]n(-c2ccc([N+](=O)[O-])cc2)c(=O)c1C=NCCN1CCNCC1,4,99,0,102,93,0,0,1.8,2
COCCn1c(CN2CCN(C(=O)c3ccco3)CC2)nc2c1c(=O)n(C)c(=O)n2C,1,100,20,92,98,0,3,-1.8,7
COCCCn1c(C)c(C(C)=O)cc(NC(=O)c2ccccc2)c1=O,-2,108,-5,88,89,0,3,-1.2,0
COc1ccc(C2c3c(oc4ccccc4c3=O)C(=O)N2CC2CCCO2)cc1 (centres undefined),3,?,1,122,?,1,3,0.2,5
O=S(=O)(NCc1ccccc1)c1ccc(NC(=S)NCc2ccco2)cc1,3,109,31,106,108,0,0,1.8,5
CC(=O)C(Cc1ccccc1)NC(=O)CCl (centres undefined),8,96,-3,92,85,0,-1,0.9,3
COc1ccc(/C(C)=N/NC(=S)NCCc2ccccc2)cc1,8,96,11,104,87,1,1,-1.5,3
CCCCn1c(N)c(N(CC)C(=O)C2=COCCO2)c(=O)[nH]c1=O,6,116,9,90,97,2,11,-0.7,3
CSc1ncccc1C(=O)OCC(=O)NC1CCC(C)CC1 (centres undefined),-11,97,7,102,96,0,5,.,-2
COc1cc(C2Nc3ccc4ncccc4c3C3=C2C(=O)CCC3)cc(OC)c1OC (centres undefined),0,100,34,94,96,0,11,-3.6,2
O=[N+]([O-])c1cc(S(=O)(=O)NCCc2ccccn2)ccc1Cl,0,114,2,123,107,3,-2,.,-2
CCc1cccc(C)c1NC(=O)C1CCCO1 (centres undefined),1,100,24,106,101,0,1,1.8,-2
CCc1cc(=O)oc2cc(OC(C)C(=O)NCCCn3ccnc3)ccc12 (centres undefined),7,100,-2,98,104,4,3,0.0,4
O=C(Nc1ccccc1)n1ccc(-c2ccc(-n3ccnc3)cc2)n1,-1,102,7,86,104,1,1,-0.7,6
O=C(NCc1ccccc1)N[C@@H](Cc1ccccc1)C(=O)O,-3,97,13,104,102,4,8,2.0,-1
S=C(c1ccccc1)N(c1ccccc1)c1ccccc1,4,96,1,91,89,0,8,1.5,0
COc1ccc([N+](=O)[O-])cc1NC(=O)COC(=O)c1ccc(O)cc1,-1,101,-4,132,93,3,-6,2.3,0
CCn1cnc2cc(NCc3ccc(Cl)cc3)ccc21,21,95,-2,95,100,0,0,-11,3
O=C(N/N=C/c1ccco1)C1CC(=O)N(c2ccccc2)C1 (centres undefined),-9,101,-46,122,104,9,-3,0.0,-1
COc1ccc(N(CC(=O)Nc2cc(C)ccc2C)S(=O)(=O)c2c(C)[nH]c(=O)[nH]c2=O)cc1,-3,100,-4,107,99,1,3,-5.2,4
O=C(CCl)NCCNC(=O)c1cc(OCC(F)(F)F)ccc1OCC(F)(F)F,5,101,2,79,90,0,4,1.7,4
Cc1ccc(S(=O)(=O)CC(=O)NC(C)(C)C)cc1,1,110,5,108,96,1,-4,-0.6,-1
OCCN(CCO)CC(O)Cn1c2ccccc2c2ccccc21 (centres undefined),4,90,21,124,88,0,-1,0.5,0
CCCOc1ccc(C(=O)NNC(=O)c2cccc(S(=O)(=O)N3CCN(C(C)=O)CC3)c2)cc1OC,4,101,23,102,101,0,14,0.6,3
COc1ccc(CCNC(=O)COC(=O)c2ncc(Cl)c(Cl)c2Cl)cc1OC,.,99,10,112,105,1,3,.,.
Cc1nn(-c2ccccc2)c(C)c1C(=O)Oc1ccccc1,5,95,1,96,79,0,5,-1.0,1
O=S(=O)(c1ccccc1)N1N=C(c2cccs2)CC1c1ccc(Br)cc1 (centres undefined),6,101,2,98,99,1,-3,-0.4,3

# Rewritten with values under each structure: part of the list above
# Each structure is followed by: MCL1-BIM inh	AGP1 TOR yeast	VLA-4 inh	CR mimetic SO	CIT2 TOR yeast	GRK2 inh	GLD-1 TGE inh	MEX-5 binding	BCLXL inh
> COc1ccc([N+](=O)[O-])cc1NC(=O)COC(=O)c1ccc(O)cc1
    -1	101	-4	132	93	3	-6	2.3	0
> CCn1cnc2cc(NCc3ccc(Cl)cc3)ccc21
    21	95	-2	95	100	0	0	-11	3
> O=C(N/N=C/c1ccco1)C1CC(=O)N(c2ccccc2)C1 (centres undefined)
    -9	101	-46	122	104	9	-3	0.0	-1
> COc1ccc(N(CC(=O)Nc2cc(C)ccc2C)S(=O)(=O)c2c(C)[nH]c(=O)[nH]c2=O)cc1
    -3	100	-4	107	99	1	3	-5.2	4
> O=C(CCl)NCCNC(=O)c1cc(OCC(F)(F)F)ccc1OCC(F)(F)F
    5	101	2	79	90	0	4	1.7	4
> Cc1ccc(S(=O)(=O)CC(=O)NC(C)(C)C)cc1
    1	110	5	108	96	1	-4	-0.6	-1
> OCCN(CCO)CC(O)Cn1c2ccccc2c2ccccc21 (centres undefined)
    4	90	21	124	88	0	-1	0.5	0
> CCCOc1ccc(C(=O)NNC(=O)c2cccc(S(=O)(=O)N3CCN(C(C)=O)CC3)c2)cc1OC
    4	101	23	102	101	0	14	0.6	3
> COc1ccc(CCNC(=O)COC(=O)c2ncc(Cl)c(Cl)c2Cl)cc1OC
    .	99	10	112	105	1	3	.	.
> Cc1nn(-c2ccccc2)c(C)c1C(=O)Oc1ccccc1
    5	95	1	96	79	0	5	-1.0	1
> O=S(=O)(c1ccccc1)N1N=C(c2cccs2)CC1c1ccc(Br)cc1 (centres undefined)
    6	101	2	98	99	1	-3	-0.4	3
